CHT allo act – allosterically activates the human high affinity choline transporter; CHT-expressing cells, membrane potential dye, choline EC20; active compounds read high; LV-AA mutant CHT in HEK293 cells; B-score at 10 µM; Q9GZV3; 310,000 tested, 0.49% active;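 active = initial fluorescence not abnormally high and integrated response B-score, plate-corrected, over 3 SD above library mean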
Target sequence (Q9GZV3 whole entry, looked up): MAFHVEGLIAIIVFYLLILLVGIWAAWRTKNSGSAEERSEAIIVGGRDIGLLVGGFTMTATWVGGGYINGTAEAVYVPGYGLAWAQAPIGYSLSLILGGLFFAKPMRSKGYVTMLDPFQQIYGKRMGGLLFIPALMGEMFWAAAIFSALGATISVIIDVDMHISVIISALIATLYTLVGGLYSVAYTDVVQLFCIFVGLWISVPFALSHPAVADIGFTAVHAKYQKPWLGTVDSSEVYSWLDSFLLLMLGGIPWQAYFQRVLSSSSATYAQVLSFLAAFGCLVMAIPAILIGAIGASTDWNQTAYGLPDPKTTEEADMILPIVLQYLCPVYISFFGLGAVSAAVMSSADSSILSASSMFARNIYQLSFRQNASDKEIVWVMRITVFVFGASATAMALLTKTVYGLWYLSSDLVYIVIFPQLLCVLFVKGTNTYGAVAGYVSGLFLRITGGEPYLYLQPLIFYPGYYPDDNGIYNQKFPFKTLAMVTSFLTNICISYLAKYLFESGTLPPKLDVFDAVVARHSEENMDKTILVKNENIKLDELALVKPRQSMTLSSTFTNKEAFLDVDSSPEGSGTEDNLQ
CHT inh – inhibits the human high affinity choline transporter | Q9GZV3 | CHT-expressing cells, membrane potential dye, choline response; active compounds read low | B-score at 10 µM | 310,000 tested, 0.86% active | AID 488975;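 active = B-score over 3 SD under the library average, and starting fluorescence ratio not unusually high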;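 also: choline stimulus applied at its EC90 after an EC20 pre-addition; B-score computed on integrated fluorescence ratio after choline addition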
STK33 kinase inh – inhibitors of human STK33 kinase; inhibition, % at 10 µM; AID 2661; 320,000 tested, 0.073% active; purified STK33, MBP phosphorylation, ADP-Glo luminescence;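 active = inhibition at or above 25%, using the most active replicate where run in duplicate; inactive = inhibition below 25%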
Target sequence (Q9BYT3 whole entry, looked up): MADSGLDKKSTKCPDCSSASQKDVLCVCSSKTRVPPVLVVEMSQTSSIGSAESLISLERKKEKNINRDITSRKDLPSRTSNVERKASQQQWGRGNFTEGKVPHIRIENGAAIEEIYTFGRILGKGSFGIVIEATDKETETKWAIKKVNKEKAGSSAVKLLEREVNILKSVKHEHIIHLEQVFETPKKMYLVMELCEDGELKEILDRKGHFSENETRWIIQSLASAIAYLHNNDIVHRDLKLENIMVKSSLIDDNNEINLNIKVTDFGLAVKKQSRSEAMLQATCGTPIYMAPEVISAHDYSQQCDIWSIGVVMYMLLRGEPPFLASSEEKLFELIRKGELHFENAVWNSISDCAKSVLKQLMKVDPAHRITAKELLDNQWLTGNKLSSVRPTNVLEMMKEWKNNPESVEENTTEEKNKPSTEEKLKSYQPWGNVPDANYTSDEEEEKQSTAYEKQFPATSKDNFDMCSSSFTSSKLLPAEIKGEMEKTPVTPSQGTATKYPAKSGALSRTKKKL
Numbers without * were called inactive; i = inactive; · = not tested or not shown. Rows are unselected; about 1.5% have a hit in one of these screens.

molecule	CHT allo act	CHT inh	STK33 kinase inh
Cc1ccc2nc(-c3ccc(NC(=O)COCC(=O)O)cc3)sc2c1	i	i	-0.3
CC(C)(C)NCC(O)COc1cccc2[nH]c(=O)[nH]c12 (stereo not drawn)	i	i	-0.4
O=C(O)CCCNC(=O)CCn1nnc2ccccc2c1=O	i	i	-2.4
CCC(=O)Nc1cccc(-n2nnnc2SCC(=O)N(C(C)C)C(C)C)c1	i	i	-1.8
O=C(CSc1nc2ccccc2c(=O)[nH]1)Nc1ccc(N2CCOCC2)c(Cl)c1	i	i	-1.0
Cc1nc(SCc2ccc(F)cc2)n[nH]1	i	i	1.0
C/C(=N\NC(=O)CN1CCN(Cc2ccc(C)cc2)CC1)c1ccncc1	i	i	0.3
CCCCc1n[nH]c2c1/C(=N/OCC)CC(C)(C)C2	i	i	-1.1
COc1ccc(C2/C(=C(/O)c3ccc(S(=O)(=O)N4CCOCC4)cc3)C(=O)C(=O)N2CCN2CCOCC2)cc1 (stereo not drawn)	i	i	0.1
COc1ccc(N2CCN(CCN3C(=O)c4ccccc4C3=O)CC2)cc1	i	i	-0.5
O=C(COc1ccc([N+](=O)[O-])cc1)NCCc1nc2ccccc2[nH]1	i	i	-1.4
Oc1cccc(/C=N/c2c(-c3ccco3)nc3ccccn23)c1	i	i	2.9
COC(=O)c1coc(-c2ccc(OC)cc2)c1C(=O)OC	i	i	0.0
CC(=O)c1cccc(NC(=O)c2noc3c2CCc2ccccc2-3)c1	i	i	0.8
CN1CCC(N(C)C(=S)NC(=O)C23CC4CC(CC(C4)C2)C3)CC1	i	i	1.3

Profiles from above. Values in the order: CHT allo act	CHT inh	STK33 kinase inh
CN1CCC(N(C)C(=S)NC(=O)C23CC4CC(CC(C4)C2)C3)CC1 is listed with i	i	1.3
C/C(=N\NC(=O)CN1CCN(Cc2ccc(C)cc2)CC1)c1ccncc1 is listed with i	i	0.3

Continued:
molecule	CHT allo act	CHT inh	STK33 kinase inh
CC1(C)C2CCC13CS(=O)(=O)N[C@@H]3C2 (stereo partly drawn)	i	i	-1.5
c1ccc(Cn2nnc3c(NCCN4CCOCC4)ncnc32)cc1	i	i	-1.6
O=C(NC1CCOC1)c1ccc(OC2CCN(CCc3ccccc3)CC2)cc1 (stereo not drawn)	i	i	0.1
C=C(C)Cn1cnc2cc(C)c(C)cc21	i	i	-1.4
C/C(=N\OCC(=O)Nc1cc(C)cc(C)c1)c1ccc2c(c1)OCCO2	i	i	-2.0
CCCC(=O)Nc1cccc(-c2nc3ccccc3o2)c1	i	i	-0.3
Cc1nn(C)c(C)c1CN(Cc1nc(-c2ccc(F)cc2F)oc1C)C1CC1	i	i	-0.3
CN(CC(=O)Nc1cccnc1)S(=O)(=O)c1ccc(Br)cc1	i	i	-0.9
CC1C(=O)N2CCCc3cc(NC(=O)c4ccccc4C(F)(F)F)cc1c32 (stereo not drawn)	i	i	-11.4
COC(=O)C1=C(C)NC(C)=C(C(=O)OC)C1c1ccc(-c2cc(Cl)ccc2Cl)o1	i	i	-3.4
O=[N+]([O-])c1ccc(C[n+]2ccccc2)cc1	i	i	0.4
Cc1cc(C(=O)Nc2nnc(-c3ccccc3)s2)no1	i	i	0.5
N#CC1=C(N)Oc2n[nH]c(-c3ccccn3)c2C1c1c(F)cccc1Cl (stereo not drawn)	i	i	0.2
CC(=O)C1=C(O)C(=O)N(c2cc(C(C)(C)C)on2)C1c1ccc(C(C)C)cc1 (stereo not drawn)	i	i	6.8
O=C(NCC(c1cccs1)N1CCOCC1)c1cn(-c2ccccc2)nc1-c1ccc(Cl)cc1 (stereo not drawn)	i	i	0.0

Following part:
molecule	CHT allo act	CHT inh	STK33 kinase inh
CCOC(=O)CN1N=C(/C=C/c2ccc(OCC)cc2)CCC1=O	i	i	0.5
O=C(COC(=O)c1ccc(O)cc1O)c1ccc(Cl)cc1	i	i	-0.5
CCCSc1nc2c(c(=O)n(C)c(=O)n2C)n1Cc1ccc(C)cc1	i	i	-0.3
C=CCN(CC=C)CCCOc1ccc(Br)cc1Cl	i	i	-2.4
CSc1nc2nc3c(cc2c(=O)n1-c1ccc(C)cc1)COC(C)(C)C3	i	i	0.0
Cc1cccc(NC(=O)C2CC(O)CN2C(=O)OCc2ccccc2)c1 (stereo not drawn)	i	i	-0.2
COc1ccc(C2=NS(=O)(=O)N(C)C(C(=O)N3CCCCC3)=C2)cc1OC	i	i	-1.0
COc1ccc(NS(=O)(=O)c2ccc(O)c(NC(=O)c3ccc(S(=O)(=O)N4CCCCCC4)cc3)c2)cc1	i	i	0.6
Cc1nc2cc(NC(=O)NC(C)(C)C)ccc2n1C	i	i	0.6
CCn1c(SCC(=O)C(C)(C)C)nnc1-c1ccccn1	i	i	-0.4
Cn1cccc1Cc1nnc(SCC(=O)N2CCc3ccccc32)n1CCc1ccccc1	i	i	-0.1
COCCCNC(=S)N1CCN(Cc2ccc3c(c2)OCO3)CC1	i	i	-0.9
COCC(=O)N/N=C(\C)CC(=O)Nc1ccccc1C(N)=O	i	i	0.0
CCOC(=O)c1nnn(-c2ccccc2)c1C	i	i	-1.6
CCNc1nc(-c2cc3ccccc3o2)cs1	i	i	-1.3

(listing goes on)
molecule	CHT allo act	CHT inh	STK33 kinase inh
COc1ccc(-c2noc(-c3ccccc3C(=O)Nc3cccnc3)n2)cc1OC	i	i	-0.5
COc1ccc(S(=O)(=O)N2CCC(O)(c3ccc(Cl)cc3)CC2)cc1	i	i	1.9
CNC(=O)c1cnn(-c2nc(-c3ccc(OC)cc3)cs2)c1C(F)(F)F	i	i	-0.1
O=C(Cn1nc(-c2cccc([N+](=O)[O-])c2)c2ccccc2c1=O)Nc1cccnc1	i	i	1.2
CCCCOc1ccc(NC(=O)Nc2nnc(C)s2)cc1	i	i	-0.3
Cc1ccccc1C(=O)OC1OC(=O)C(Cl)=C1N1CCOCC1 (stereo not drawn)	i	i	-1.1
CC(=O)N(C(C)=O)c1nc(-c2ccccc2)cn1/N=C/c1cccc([N+](=O)[O-])c1	i	i	-1.8
C/C(=N\O)c1ccc(N2C(=O)C3CC=C(Cl)CC3C2=O)cc1 (stereo not drawn)	i	i	-0.9
CC1(C)CC(=O)C(C(C2=C(O)CC(C)(C)CC2=O)c2cccs2)C(=O)C1 (stereo not drawn)	i	i	·
O=C(CNCc1ccco1)Nc1ccc(N2CCCCCC2)cc1	i	i	-1.9
CCc1cc(C(=O)OC)c(NC(=O)CCCC(=O)O)s1	i	i	-1.0
O=C1Nc2ccccc2C12OCCO2	i	i	-1.4
Cc1ccc(CS(=O)(=O)CCC(=O)NC2CC2)cc1	i	i	-0.7
CCc1ccc(-c2nc(CS(=O)CC(=O)NCc3ccccc3)c(C)o2)cc1 (stereo not drawn)	i	i	-1.8
COc1ccc(CNC(=O)C2CCCN(Cc3nc(-c4cccc(C)c4)oc3C)C2)cc1 (stereo not drawn)	i	i	-0.4

The list continues:
molecule	CHT allo act	CHT inh	STK33 kinase inh
C/C(N)=C(/C#N)C(=O)CN1CCCCC1	i	i	0.4
O=C(CCCOc1ccccc1)N1CCN(C(=O)c2ccco2)CC1	i	i	-1.1
COc1ccc(CCNC(=O)/C=C/c2ccc3ccccc3n2)cc1OC	i	i	1.0
CN(CCCNC(=O)CCc1cn(C)c2ccccc12)C1CCCCC1	i	i	-1.2
CCOC(=O)COc1ccc2c(c1)c(C(=O)OCC)c(C)n2CC	i	i	0.4
O=C(Nc1cnccn1)c1cccnc1	i	i	-0.2
CC(C)(C)OC(=O)N1CCC2(CC1)C(C#N)=C(N)OC1=C2C(=O)CCC1	i	i	-0.1
COc1cccc(CNC(=O)CCCn2nc(C)n3c(cc4sccc43)c2=O)c1	i	i	-0.9
O=C(CN1C(=O)NC2(CCc3ccccc32)C1=O)Nc1cc(C(F)(F)F)ccc1N1CCOCC1 (stereo not drawn)	i	i	-2.0
COc1ccc(NC(=O)c2scc(S(=O)(=O)C(C)C)c2N)cc1	i	i	1.8
CSC1=NCCN1C(=O)c1cccc(C(F)(F)F)c1	i	i	-0.6
CN(Cc1ccccc1)S(=O)(=O)c1nnc(NC(=O)c2ccccc2F)s1	i	i	-2.0
CCNC(=O)C(=O)NCCc1ccc(Cl)cc1	i	i	-0.3
CC1CCCCC1NC(=O)c1ccc(S(=O)(=O)N2CCN(C)CC2)cc1 (stereo not drawn)	i	i	-1.3
O=C(CN1C(=O)c2ccccc2C1=O)OCC(=O)c1ccccc1	i	i	0.5

Pulled one by one from the entries so far:
molecule	CHT allo act	CHT inh	STK33 kinase inh
CN(CCCNC(=O)CCc1cn(C)c2ccccc12)C1CCCCC1	i	i	-1.2
CN(CC(=O)Nc1cccnc1)S(=O)(=O)c1ccc(Br)cc1	i	i	-0.9
O=C(COC(=O)c1ccc(O)cc1O)c1ccc(Cl)cc1	i	i	-0.5
O=C(CCCOc1ccccc1)N1CCN(C(=O)c2ccco2)CC1	i	i	-1.1
CC(C)(C)NCC(O)COc1cccc2[nH]c(=O)[nH]c12 (stereo not drawn)	i	i	-0.4
O=C1Nc2ccccc2C12OCCO2	i	i	-1.4

(list continues)
SMILES | CHT allo act | CHT inh | STK33 kinase inh
CC(=C/c1ccccc1)/C=C1/SC(N2CCOCC2)=NC1=O | i | i | -1.3
O=C(O)c1cc2ccccc2cc1Nc1ccccc1 | i | i | 1.6
COc1cc(CC2COC(=O)C2(O)Cc2ccc(O)c(OC)c2)ccc1O (stereo not drawn) | i | i | 1.5
CCOC(=O)C1CCN(CCCSc2ccc(C)cc2)CC1 | i | i | 0.3
Cc1ccc(C2C3=C(CCCC3=O)Nc3[nH]c(=S)[nH]c(=O)c32)cc1 (stereo not drawn) | i | i | -2.0
O=C(c1ccccc1NS(=O)(=O)c1cccc(C(F)(F)F)c1)N1CCc2ccccc21 | i | i | -0.8
COc1ccc(C(=O)CSc2nncn2C)cc1 | i | i | -1.3
COc1ccccc1C(=O)COC(=O)c1nc(Cl)ccc1Cl | i | i | -1.4
Cc1ccc(-n2c(SCC(=O)Nc3ccc4c5c(cccc35)CC4)nc(O)cc2=O)cc1 | i | i | -0.4
COc1cccc(NC(=O)CN(C)C(=O)CSCc2nc3scc(-c4cccs4)c3c(=O)[nH]2)c1 | i | i | 0.5

(further entries)
SMILES | CHT allo act | CHT inh | STK33 kinase inh
O=C(O)CC(NC(=O)Nc1ccccc1)c1ccc(OC2CCCC2)cc1 (stereo not drawn) | i | i | -0.7
COc1cccc(CNS(=O)(=O)c2cn(C)cn2)c1 | i | i | 0.7
Cc1cc(N2CCN(c3ccccc3)CC2)nc(N)n1 | i | i | 0.5
Cc1ccc(C2(O)CN(c3ccccc3C)C3=[N+]2CCS3)cc1 (stereo not drawn) | i | i | 0.1
COc1cc(S(=O)(=O)N2CCCCC2)ccc1NC(=O)c1ccccc1Cl | i | i | -0.4
CCOc1ccc(NC(=O)CSc2nc3ccccc3nc2N2CCOCC2)cc1 | i | i | -0.9
COc1ccccc1NC(=O)C[n+]1ccccc1 | i | i | -1.6
CCOc1cc(N2CCOCC2)c(OCC)cc1NC(=O)Cc1cccc2ccccc12 | i | i | -2.5
O=C(COC(=O)c1ccc(S(=O)(=O)NCc2ccco2)cc1)NC1CCCCC1 | i | i | -1.3
Cn1c(SCC(=O)Nc2ccccc2F)nnc1-c1cccs1 | i | i | 0.0

(further entries)
SMILES | CHT allo act | CHT inh | STK33 kinase inh
CCN1CCN(c2cc(C)c3cc(NC(=S)N4CCCCC4)ccc3n2)CC1 | i | -6.67* | -1.3
CC(=O)c1cccc(NC(=O)CCNC(=O)c2ccccc2Cl)c1 | i | i | 1.6
Cc1ccc(S(=O)(=O)NC(CC(=O)NCC2CCCO2)c2ccccc2)cc1 (stereo not drawn) | i | i | 0.7
COc1ccc(S(=O)(=O)NCc2ccc(C(=O)NCCCN3CC(C)CC(C)C3)cc2)cc1 (stereo not drawn) | i | i | 0.5
CCN1C(=O)/C(=C\C(=O)c2cccs2)c2cc(Br)ccc21 | i | i | 3.0
Cc1ccc(S(=O)(=O)Nc2ccc3[nH]ccc3c2)cc1 | i | i | 1.1
COC(=O)Nc1nnc(Cc2ccc(Cl)cc2)s1 | i | i | -1.3
CC(C)(C)C(=O)Nc1nc(=S)ss1 | i | -5.49* | 0.0
CCN(CC)C(=O)CSc1nc(C)cc(C)n1 | i | i | -0.6
Cc1noc(C)c1S(=O)(=O)N1CCC(C(=O)NC2CCCc3ccccc32)CC1 (stereo not drawn) | i | i | 1.2

(further entries)
SMILES | CHT allo act | CHT inh | STK33 kinase inh
CC(/C=N/n1c(C2CCCCC2)n[nH]c1=S)=C\c1ccccc1 | i | i | -1.3
COc1cccc(OC(=O)c2cc3ccccc3oc2=O)c1 | i | i | -0.1
O=C(NC(=S)Nc1ccc(CN2CCOCC2)cc1)c1ccccc1[N+](=O)[O-] | i | i | 1.5
Cc1cccc(C)c1NC(=O)CNC(=O)c1c(C)nn(-c2ccccc2)c1C | i | i | ·
N#Cc1c(-c2ccccc2)nc(SCc2nc(N)nc(N3CCCCC3)n2)[nH]c1=O | i | i | -3.0
CCOc1cc(-c2cc(-c3ccc(OC)cc3)nc(N)c2C#N)ccc1O | i | i | 1.3
CCCN1CCN(C(=S)Nc2ccc3nc(N4CCN(CC)CC4)cc(C)c3c2)CC1 | i | -9.17* | -0.8
Cc1cc(C)cc(N(CC(=O)NCc2ccco2)C(=O)CCC(=O)Nc2nccs2)c1 | i | i | -1.9
